# Screening data: PubChem, several laboratories
# PLAP inhibition = inhibition of human placental alkaline phosphatase – biochemical, luminescence, HTS (AID 690). purified PLAP, luminescent substrate; higher % means a stronger effect. one-dose inhibition, % at 20 µM; IC50 in µM for titrated hits. actives 0.08% (n = 96,000); in the data active = a potency from the dose series; inactive = the rest, 99 in 100 with inhibition below about 30%; also: strong numbers were not always called active
# IL1B NFkB pot = enhances IL-1B driven NFkB nuclear translocation. HUVEC IL-1B NFkB p65 nuclear translocation imaging. activation, % at 2 µM. actives 0.3% (n = 94,000);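 active = activation above 40%, about the mean plus 3 SD, also judged a hit on visual image review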;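 also: percent activation is computed from the nuclear over cytoplasmic p65 intensity ratio; values of inactives mirror those of a sister screen read the other way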
# MRP resist rev = reverses drug resistance mediated by MRP; H69AR cells + 2 uM doxorubicin, CellTiter-Glo, 72 h; differential viability (reversal), % at 10 µM; actives 0.04% (n = 85,000); AID 602;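 active = viability drop by adding the cancer drug above about 55%, with treated viability meeting a 40% cutoff, limit read from the data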;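 also: viability without doxorubicin minus viability with 2 µM doxorubicin for each compound; larger differential means the compound sensitizes cells more to doxorubicin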
# IL1B NFkB inh = blocks IL-1B driven NFkB nuclear translocation in HUVEC cells; HUVEC IL-1B NFkB p65 nuclear translocation imaging; inhibition, % at 2 µM; actives 0.43% (n = 94,000);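 active = inhibition above about 30% together with a positive call from visual inspection of the well image, limit read from the data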;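 also: nuclear over cytoplasmic p65 intensity ratio measured by imaging; 0% = IL-1B stimulated DMSO wells and 100% = unstimulated DMSO wells; values of inactives mirror those of a sister screen read the other way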
# Bcl-B displacement = displacers of TR3 peptide from Bcl-B, primary screen, selectivity assay for Bfl-1 inhibitor project, biochemical, fluorescence polarization; one-dose displacement, % at 20 µM; IC50 in µM for titrated hits; actives 0.11% (n = 96,000); FP displacement of FITC-TR3 peptide from Bcl-B; higher % means a stronger effect;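 active = displacement above 50% at 20 µM plus a fluorescence interference ratio under 1.5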;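 also: plate controls were wells without compound for no effect and wells lacking Bcl-B protein for full effect; a part of the inactive calls stands beside numbers as strong as those of hits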
# MRP resist rev cytotoxicity = further read-out of MRP resist rev, marked with its call; viability, %; H69AR cells, CellTiter-Glo, 72 h; measured here: cytotoxicity without doxorubicin
# MRP resist rev with doxorubicin = second read-out of MRP resist rev, no call of its own (marks repeat the call); viability, %; measured here: viability with 2 uM doxorubicin; active compounds read low
# IL1B NFkB inh cell count 2 µM = second read-out of IL1B NFkB inh, no call of its own (marks repeat the call); cell count; measured here: cells passing quality filter;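 raw number of nuclei counted in each imaged well without normalization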
# IL1B NFkB pot cell count 2 µM = recorded beside IL1B NFkB pot, whose call it bears; cell count; measured here: cells passing quality filter
# * hit, by the source's call; . = no result given. These rows are one share of the data, so the mix of outcomes need not match the whole.
SMILES,PLAP inhibition,IL1B NFkB pot,IL1B NFkB pot cell count 2 µM,MRP resist rev,MRP resist rev cytotoxicity,MRP resist rev with doxorubicin,IL1B NFkB inh,IL1B NFkB inh cell count 2 µM,Bcl-B displacement
CCOC(=O)N1CCN(c2ncnc3c2[nH]c2ccc(F)cc23)CC1,11%,6,154,.,.,.,-6,154,-11%
CCOc1ccc(/C(=N\O)C(C)NO)cc1 (configuration not stated),6%,6,91,12,95,84,-6,91,-4%
CCOc1ccc(NC(=O)C(=O)NCCCn2ccnc2)cc1,12%,-9,152,.,.,.,9,152,3%
COc1ccc(NC(C)C(=O)Nc2ccc(C(C)(C)C)cc2)cc1Cl (configuration not stated),-47%,10,132,.,.,.,-10,132,-8%
CCOC(=O)c1cnc(=O)[nH]c1C,-13%,.,.,-1,87,88,.,.,12%
COC(=O)c1[nH]c2ccccc2c1NC(=O)CN1CCN(C(=O)c2ccco2)CC1,-44%,-5,54,-22,18,41,5,54,-1%
Cc1ccc2nc(N3CCN(Cc4ccc(F)cc4)C3=O)c(C)cc2c1,11%,.,.,.,.,.,.,.,-7%
Cc1ccccc1Nc1nc(N)nc(CSc2nnnn2-c2ccccc2)n1,-56%,-4,105,6,82,76,4,105,-19%
CCC(CC)C(=O)NCCc1cc2c(OC)ccc(OC)c2[nH]c1=O,-4%,0,85,-1,88,88,0,85,0%
CCOC(=O)C1C2C=CC3(CN(c4ccc(Cl)c(F)c4)C(=O)C13)O2 (configuration not stated),.,7,64,4,91,86,-7,64,.
CCCCc1nc2sc3c(SCC(=O)NCc4ccco4)ncnc3c2c2c1CCC2,-36%,4,152,-26,32,58,-4,152,-16%
O=C(Nc1cc2c(oc1=O)CCCC2=O)c1ccc(Cl)cc1,8%,2,122,.,.,.,-2,122,35%
COc1ccccc1N1CCN(C(=O)c2ccc(S(=O)(=O)N3CCCCC3)cc2)CC1,-30%,11,96,-9,55,64,-11,96,-7%
CC(C(=O)Nc1sc2c(c1C(=O)NCc1ccco1)CCCC2)N1C(=O)c2ccccc2C1=O (configuration not stated),17%,18,189,0,23,24,-18,189,-4%
O=[N+]([O-])c1ccccc1NCCNc1ncc(C(F)(F)F)cc1Cl,-10%,13,144,.,.,.,-13,144,-4%
O=C1c2ccccc2C(Nc2ccc3c(c2)OCCO3)N1Cc1ccccc1 (configuration not stated),-31%,1,181,16,96,80,-1,181,14%
Cc1ccc(C)c(OCC(=O)Nc2nonc2NC(=O)COc2cc(C)ccc2C)c1,-72%,19,139,-1,19,20,-19,139,-4%
COc1ccccc1C(=O)N1CCN(C2CCN(Cc3ccccc3)CC2)CC1,-38%,-3,162,4,80,76,3,162,-7%
COc1ccc(CN(Cc2cccnc2)S(=O)(=O)c2ccc(-n3cnnn3)c(C)c2)cc1OC,-57%,-4,101,-8,69,77,4,101,-10%
O=C1NC2=C(C(=O)CCC2)C(c2ccc3ncccc3c2)N1 (configuration not stated),8%,8,159,3,109,106,-8,159,0%
O=C(c1ccccc1)c1c[nH]c(C(=O)NCCCN2CCOCC2)c1,11%,-1,127,.,.,.,1,127,-2%
O=C(C1CC1)N1CCc2cc(S(=O)(=O)NC3CCN(Cc4ccccc4)CC3)ccc21,-24%,-12,88,4,94,90,12,88,0%
Cc1cc(C(=O)CSCCCn2c(=O)[nH]c3ccccc32)c(C)n1C,-39%,39,101,14,97,84,-40,101,-4%
O=S(=O)(Nc1nc2ccccc2[nH]1)c1ccc2ccccc2c1,4%,10,159,2,95,93,-10,159,0%

# Some of these compounds in order of the Bcl-B displacement value, descending:
molecule	Bcl-B displacement
O=C1c2ccccc2C(Nc2ccc3c(c2)OCCO3)N1Cc1ccccc1 (configuration not stated)	14%
O=C(c1ccccc1)c1c[nH]c(C(=O)NCCCN2CCOCC2)c1	-2%
O=[N+]([O-])c1ccccc1NCCNc1ncc(C(F)(F)F)cc1Cl	-4%
COc1ccccc1N1CCN(C(=O)c2ccc(S(=O)(=O)N3CCCCC3)cc2)CC1	-7%
COc1ccc(CN(Cc2cccnc2)S(=O)(=O)c2ccc(-n3cnnn3)c(C)c2)cc1OC	-10%

# (listing goes on)
SMILES,PLAP inhibition,IL1B NFkB pot,IL1B NFkB pot cell count 2 µM,MRP resist rev,MRP resist rev cytotoxicity,MRP resist rev with doxorubicin,IL1B NFkB inh,IL1B NFkB inh cell count 2 µM,Bcl-B displacement
CCCCn1nnnc1NCc1cc(OC)c(OC)c(OC)c1,17%,20,89,.,.,.,-20,89,-2%
CCn1c(-c2ccc(N(C)C)cc2)nc2ccccc21,10%,0,103,-2,102,104,0,103,-3%
O=C(Nc1ccccc1)C1CCCCC1,.,6,161,14,104,91,-6,161,.
CC(=O)c1c(C)nc(-c2ccccc2)nc1NC(=O)C(C)C,21%,8,149,-5,66,70,-8,149,11%
CC(=O)c1c(C)nc2nonc2c1N,7%,-1,124,2,107,105,1,124,-15%
Cc1cc(C)c(C#N)c(SCC2COc3ccccc3O2)n1 (configuration not stated),-5%,5,80,.,.,.,-5,80,5%
CCn1c(SCC(=O)N/N=C/C=C\c2ccccc2[N+](=O)[O-])nc2ccccc21,-13%,-13,161,.,.,.,13,161,-3%
CC(=O)NC12CC3CC(C1)CC(C(=O)OCC(=O)Nc1ncc(Cl)c(C)c1Cl)(C3)C2,-42%,.,.,0,86,86,.,.,52%
Cc1ccsc1C(=O)OCc1nc2ccccc2c(=O)[nH]1,-24%,-7,50,17,82,66,7,50,-2%
COc1ccccc1NC(=O)CN1CCC(n2c(C)nc3cc(F)ccc32)CC1,-81%,-13,117,5,80,75,13,117,0%
COC(=O)CCC(=O)Nc1cccc(Cl)c1,.,21,136,0,95,96,-21,136,.
O=S(NCc1ccco1)C12CC3CC(CC(C3)C1)C2 (configuration not stated),.,18,158,7,88,81,-18,158,.
Cc1nn(-c2ccccc2)c2[nH]c(=O)c(CNCCN3CCOCC3)cc12,-12%,0,157,-22,99,122,0,157,-2%
O=C(NCc1ccccc1)c1sc(=S)n2c1[nH]c(=O)c1ccccc12,0%,2,141,-5,90,95,-2,141,8%
COc1ccc(-c2nc(CSCC(=O)N3CCc4ccccc43)c(C)o2)cc1OC,-35%,16,76,2,82,80,-13,76,-3%
O=C(C1CCCCC1)N1CCC(c2nc3c(nnn3Cc3c(F)cccc3Cl)c(=O)[nH]2)CC1,.,20,128,34,67,33,-20,128,.
COCc1nnc(NC(=O)CSCc2ccccc2)s1,-30%,14,90,5,95,90,-14,90,-7%
CC1CCCCC1NC(=O)CSc1nc2ccccc2c(=O)n1Cc1ccco1 (configuration not stated),4%,.,.,-13,44,56,.,.,1%
CCOC(=O)C[n+]1c(C)ccc2c1CCC2,.,-8,162,-15,99,113,8,162,.
O=C1CC(c2ccccc2)CC(O)=C1C=NCCCN1CCOCC1 (configuration not stated),.,-10,158,0,96,96,10,158,.
O=C(OCc1nc2ccccc2s1)[C@@H]1CCCN1S(=O)(=O)c1ccccc1F,-4%,6,203,2,95,93,-6,203,0%
COc1cc2c(cc1OC)-c1nnc(-c3cccs3)n1C1(CCCC1)C2,-10%,7,171,7,77,70,-7,171,-10%
CCOC(=O)C1CCN(C(=O)C2CCN(S(=O)(=O)c3c(C)noc3C)CC2)CC1,-28%,-3,173,-10,80,89,4,173,-6%
CC1(C)Nc2ccc(O)cc2-c2c1ssc2=S,.,27,116,-15,68,84,-27,116,.
COc1cccc(-c2nc(S(=O)(=O)c3ccccc3)c(N3CCOCC3)o2)c1,11%,-7,152,-5,70,75,7,152,-5%
COc1cc(SC)ccc1C(=O)NCCOc1c(C)cc(C)cc1C,1%,4,175,.,.,.,-4,175,-10%
CCOC(=O)c1c(C)[nH]c(C(=O)COC(=O)c2ccccc2NC(=O)c2ccco2)c1C,-12%,11,131,-10,18,28,-11,131,-26%
C=C1CSc2nc(=O)c3c4c(sc3n21)CCCC4,14%,1,150,17,94,76,-1,150,4%
CC1CCCCC1NC(=O)COC(=O)COc1ccc(Cl)cc1 (configuration not stated),10%,-11,128,.,.,.,11,128,10%
COCCN(CC(=O)NC1CCCCC1)C(=O)c1csnn1,-4%,23,190,.,.,.,-24,190,-9%
O=C(COc1ccccc1)Nc1nn[nH]n1,3%,2,124,7,107,100,-2,124,-6%
CCCCn1c(SCC(=O)N2CC(=O)Nc3ccccc32)nnc1-c1ccoc1C,-16%,1,142,11,90,79,-1,142,-2%
COc1cccc(Oc2cn[nH]c2-c2ccc(O)cc2O)c1,-95%,2,105,-15,73,89,-2,105,0%
CCN(CC)S(=O)(=O)c1ccc(NC(=O)c2ccccc2N(C)S(C)(=O)=O)cc1,-108%,-10,151,4,93,90,10,151,-4%
COCCCn1c2nc3ccccc3nc2c2c(=O)n(-c3ccccc3OC)cnc21,-8%,0,198,-3,81,83,0,198,-16%
CCNc1nc(NCC)nc(OCCNS(=O)(=O)c2cc(C)ccc2C)n1,-38%,8,130,4,85,82,-8,130,2%
CC(C)Oc1ccc(C2NC(=O)NC2=O)cc1 (configuration not stated),-7%,12,188,-1,102,103,-12,188,4%
CC1=C(C(=O)OC(C)C)C(C)C(C(=O)OC(C)C)=C(C)N1,-56%,.,.,14,95,81,.,.,-7%
CN(C(=O)CN1CCC(NC(=O)C2CCCCC2)CC1)C1CCCCC1,-102%,1,171,-1,92,93,-1,171,-8%
CCOC(=O)C1CCCN(c2c(NCCCN3CCCC(C)C3)c(=O)c2=O)C1 (configuration not stated),4%,-6,139,3,100,97,6,139,-5%
c1ccc2c(Nc3nc4c(s3)CCCC4)cccc2c1,-7%,14,172,.,.,.,-14,172,-13%
c1ccc(Cn2nnnc2C(c2cccs2)N2CCCCCC2)cc1 (configuration not stated),.,-4,116,-14,22,36,4,116,.
CN1C(=O)CC(NNC(=O)c2ccc(Cl)cc2)C1=O (configuration not stated),-14%,-6,186,-1,83,85,6,186,3%
CN(C1CCCCC1)S(=O)(=O)c1ccc(S(=O)(=O)N2CCCC2)cc1,19%,1,161,-7,86,93,-1,161,-41%
O=C(Cn1cnc2c(cnn2-c2ccc(F)cc2)c1=O)OCc1ccccc1,5%,14,184,-3,98,102,-14,184,8%
O=C(C1CCC1)N(CCc1ccccc1)Cc1nc2ccccc2c(=O)[nH]1,-75%,-13,118,20,97,76,13,118,4%
Cc1c(S(=O)(=O)Nc2ccc3c(c2)OCCO3)c(=O)n(C)c(=O)n1C,13%,-6,45,-3,86,90,6,45,-6%
CCC(=O)Nc1nc2n(n1)C(c1ccc(OC)cc1)C=C(c1ccccc1)N2 (configuration not stated),-33%,14,193,8,78,69,-14,193,9%
CC(=O)Nc1ccc(S(=O)(=O)Nc2nc3n(n2)C(c2ccccc2)CC(=O)N3)cc1 (configuration not stated),-3%,1,162,-18,76,94,-1,162,-5%
CCOC(=O)C1CCCN(c2c(NCc3ccco3)c(=O)c2=O)C1 (configuration not stated),-4%,.,.,-6,90,96,.,.,-8%
N#C/C(=C\c1cccc(Cl)c1)c1n[nH]c(Cn2cncn2)n1,-18%,4,66,2,89,87,-4,66,-10%
CCC(=O)NCCc1nc2cc(NC(=O)c3ccc(OC)cc3)ccc2n1C,3%,-15,133,3,83,80,15,133,5%
Cc1ccnc(N(C(=O)c2cccs2)C(=O)c2cccs2)c1,17%,11,152,-6,71,77,-11,152,-4%
CN(CC(=O)NC1CCCCC1)S(=O)(=O)c1ccc(Cl)cc1,-2%,20,140,3,92,89,-20,140,-6%
COc1c(Cl)cnn(-c2ccc(C)cc2)c1=O,-21%,-7,129,.,.,.,7,129,0%

# Entries listed so far containing a nitro group on carbon (two):
SMILES,PLAP inhibition,IL1B NFkB pot,IL1B NFkB pot cell count 2 µM,MRP resist rev,MRP resist rev cytotoxicity,MRP resist rev with doxorubicin,IL1B NFkB inh,IL1B NFkB inh cell count 2 µM,Bcl-B displacement
O=[N+]([O-])c1ccccc1NCCNc1ncc(C(F)(F)F)cc1Cl,-10%,13,144,.,.,.,-13,144,-4%
CCn1c(SCC(=O)N/N=C/C=C\c2ccccc2[N+](=O)[O-])nc2ccccc21,-13%,-13,161,.,.,.,13,161,-3%
